Assay outcomes from PubChem BioAssay.
PrPC surface inh: inhibitors of human cell surface prion protein PrPC; P04156; TR-FRET read-out; inhibition, % at 13.8 µM; 0.43% of 370,000 active; AID 720596; in the data active = inhibition above about 24%; also: 0% = median of the test wells and 100% = reference compound wells
CCHFV vOTU inh: CCHFV vOTU protease inhibition | Pep-AMC fluorescence | inhibition, % at 11.5 µM | 0.55% of 370,000 active; in the data active = inhibition above about 30%; also: 0% = vehicle wells with enzyme and 100% = no enzyme wells
TcdB inh: TcdB glycohydrolase inhibition; inhibition, % at 9.99 µM; AID 652162; P18177; 0.24% of 350,000 active; TcdB glycohydrolase enzymatic assay, plate reader; in the data active = inhibition above about 10%
* marks the source's active call; other numbers are inactive results; & = joins results of further samples. This is a subset, so the mix of outcomes need not match the whole.

The opening six records, to show the layout:
SMILES	PrPC surface inh	CCHFV vOTU inh	TcdB inh
Cc1cccc(-c2ccc3c(c2)[C@@H]2C[C@H]4[C@@H](CN2CC3)[C@H](C)ON4C)c1	-5.0	1.2	1.7
COc1ccc(Nc2nc(C)c(C(C)=O)s2)cc1	-25.4	16.4	-1.7
COc1ccc(Cc2c(-c3ccc(C#N)cc3)nc3c(Cl)cc(C(F)(F)F)cn23)c(C)c1	4.2	19.4	0.8
CCC(C)N(Cc1ccc(OC)cc1OC)S(=O)(=O)c1cc(Br)ccc1Br (stereo unspecified)	5.7	-0.5	0.5
CSCCC(C(=O)NCc1ccccc1)n1c(-c2ccc3c(c2)CCO3)nc2ccccc21 (stereo unspecified)	6.0	1.9	1.1
CCOc1ccc(CCN2C(=S)N([C@@H](Cc3ccc(O)cc3)CN3CCC[C@@H]3CN3C(=S)NC[C@@H]3Cc3ccccc3)C[C@@H]2Cc2ccc(O)cc2)cc1	-0.4	6.6	0.9

The whole of this part (from the top)
SMILES	PrPC surface inh	CCHFV vOTU inh	TcdB inh
Cc1cccc(-c2ccc3c(c2)[C@@H]2C[C@H]4[C@@H](CN2CC3)[C@H](C)ON4C)c1	-5.0	1.2	1.7
COc1ccc(Nc2nc(C)c(C(C)=O)s2)cc1	-25.4	16.4	-1.7
COc1ccc(Cc2c(-c3ccc(C#N)cc3)nc3c(Cl)cc(C(F)(F)F)cn23)c(C)c1	4.2	19.4	0.8
CCC(C)N(Cc1ccc(OC)cc1OC)S(=O)(=O)c1cc(Br)ccc1Br (stereo unspecified)	5.7	-0.5	0.5
CSCCC(C(=O)NCc1ccccc1)n1c(-c2ccc3c(c2)CCO3)nc2ccccc21 (stereo unspecified)	6.0	1.9	1.1
CCOc1ccc(CCN2C(=S)N([C@@H](Cc3ccc(O)cc3)CN3CCC[C@@H]3CN3C(=S)NC[C@@H]3Cc3ccccc3)C[C@@H]2Cc2ccc(O)cc2)cc1	-0.4	6.6	0.9
CCOC(=O)[C@]12CCCC=C1N(Cc1ccccc1)C(=O)[C@H](CC(=O)NCCCN1CCCC1=O)C2	6.5	-1.8	0.5
CCCN1C(=O)CC(c2ccc(OC)c(OC)c2)C1=O (stereo unspecified)	9.3	-5.1	-0.1
CCCCC[C@H](C)N1C[C@H](COCc2ccccc2)Oc2cc(N3CCC[C@H]3COC)ccc2S1(=O)=O	9.3	5.9	0.3
C[C@H](c1ccccc1)N1C[C@@H](COCc2ccccc2)Oc2cccc(Oc3ccccc3)c2S1(=O)=O	2.0	12.3	-1.7
CC(=NNC1=NCCN1)c1cnn(C2=NCCN2)c1C	-2.9	2.3	0.4
Cc1ccc(S(=O)(=O)N2C[C@H]3[C@H]4C(=O)N(C5CCCCC5)C(=O)[C@H]4CC(=O)[C@H]3[C@@H]2c2ccccc2F)cc1	-2.1	6.0	0.2
COc1ccc(CN2C(=O)C(C)Nc3ncnc(N4CCc5ccccc5C4)c32)cc1 (stereo unspecified)	6.3	1.9	1.0
C=CCC[C@@H](CCCCC)OC(=O)/C=C/[C@H](O)[C@@H](O)C[C@H](O)CC=C	-4.5	34.3*	3.6
C#CCn1c2ccccc2c(=O)n1C(C)CBr (stereo unspecified)	2.0	-16.3	1.7
COc1ccc(C(C(=O)Nc2ccc(F)cc2)N2CCN(c3ccncc3)CC2)cc1 (stereo unspecified)	-11.4	5.5	-0.2
Cc1ccc(Cc2c(-c3ccc(C#N)cc3)nc3ccc(C)cn23)cc1	-3.9	13.9	1.7
C=CCN=C1NC(c2ccccc2)C(C(=O)OC)=C(C)N1C (stereo unspecified)	6.9	-6.1	1.0
COc1cc(-c2c(CCO)sc3ccccc23)cc(OC)c1OC	10.8	18.4	1.8
CCCCCc1c(-c2ccc(F)cc2F)ncn1CCc1ccccc1OC	3.1	21.0	0.9
COc1ccc(-c2oc3c(c2C(=O)OCCO)C(OCCO)CCC3)cc1 (stereo unspecified)	-7.1	-6.0	1.3
COC(=O)[C@]12C[C@H](CC(=O)NCC3CCCCC3)C(=O)N(CCC3=CCCCC3)C1=C[C@H](C(C)(C)C)O[C@@H]2C	-0.8	0.5	1.1
COCc1cc(N2CCN(C(=O)OC(C)(C)C)C[C@H]2C)ccc1N1C[C@@H](C)O[C@@H](C)C1	7.7	34.5*	-31.5
O=Nc1ccccn1	6.0	-1.4	-8.2
Cc1cccc(C)c1-n1nnnc1C1c2ccccc2C(=O)N1CCCn1ccnc1 (stereo unspecified)	-4.2	5.4	0.7
COC(=O)C1=C(C)N(Cc2cccc(C(F)(F)F)c2)C(=NCc2ccc3c(c2)OCO3)NC1c1cccc(F)c1 (stereo unspecified)	-14.2	14.6	1.9
O=C(CNC(=O)OCc1ccccc1)NCC(=O)NC(Cc1c[nH]c2ccccc12)C(=O)O (stereo unspecified)	-1.6	-7.0	1.1
COc1ccccc1CN1Cc2ccccc2Oc2ccccc2S1(=O)=O	10.2	-1.2	0.2
Nc1[nH]c(C(=O)c2ccc(Br)cc2)c(-c2ccc3c(c2)OCO3)c1C(=O)NCCc1c[nH]c2ccccc12	-5.2	15.2	0.3
Cc1ccccc1C(=O)N[C@H](C(=O)N1CCC[C@H]1C(=O)NCc1ccccc1)c1ccccc1	8.5	4.3	1.9
CC(C)C[C@H]1COc2cccc(N3CCOCC3)c2S(=O)(=O)N1	-4.8	-3.5	0.9
Cc1cccc(C)c1N1C(=O)c2ccccc2NC(=O)C1C(=O)NCC(C)C (stereo unspecified)	5.4	0.8	0.3
NC(=O)c1c(N)[nH]c(C(=O)c2ccccc2)c1-c1ccccc1Cl	-6.2	6.3	1.4
Cc1cccc(C)c1NC(=O)C(CCc1ccccc1)n1c(=O)c(-c2ccccc2)nc2ccccc21 (stereo unspecified)	14.1	-3.4	0.2
CC(C)(C)NC(=O)C(c1ccc(C#N)cc1)n1c(=O)c(-c2cc3ccccc3[nH]2)nc2ccccc21 (stereo unspecified)	-2.7	-13.8	1.2
CC1(C(=O)NCc2ccccc2)CN(S(C)(=O)=O)CC(=O)N1CCc1ccccc1F (stereo unspecified)	0.2	0.1	1.7
CCCCN(CCCC)Cc1cc(=O)oc2cc(OC)ccc12	4.7	-13.7	0.3
O=c1ccn(C2CC(O)C(COC(c3ccccc3)(c3ccccc3)c3ccccc3)O2)c(=O)[nH]1 (stereo unspecified)	-2.1	6.3	1.9
N#Cc1ccc(S(=O)(=O)N2CCCc3nc(-c4ccc(Br)cc4)ccc32)cc1	5.8	0.5	1.7
Nc1nc(N)c(N=O)c(Nc2ccc(Cl)c(Cl)c2)n1	-56.1	12.8	0.4
COc1ccc2c(CN3CCOCC3)cc(=O)oc2c1	-0.2	0.7	0.9
C#CCNC(=O)C[C@@H]1C[C@@]2(C(=O)OCC)CCCC=C2N(Cc2ccc(Cl)cc2Cl)C1=O	-2.5	0.9	1.4
C[C@H](O)[C@@H]1CN2CCc3c([nH]c4ccccc34)[C@@H]2C[C@@H]1N(C)C(=O)Nc1cccc2ccccc12	-18.5	21.8	0.1
COC(=O)[C@@]1(Cc2ccc(F)cc2)[C@H]2c3cc(C(=O)N(C)C)n(CCCNc4ncc(C(F)(F)F)cc4Cl)c3C[C@H]2CN1C(=O)c1ccccc1	-11.1	7.8	1.2
COc1cc2c(cc1OC)/C(=C/C(C)=O)OC2	-3.5	5.2	-0.3
Clc1ccc2nc(-c3cccc(Br)c3)c(Cc3ccsc3)n2c1	8.2	4.9	1.2
O=C(NC1CCCC1)C(c1ccccc1)n1c(CSCCOc2ccccc2)nc2ccccc21 (stereo unspecified)	15.2	7.2	0.4
Oc1ccc(C[C@@H](CN2CCC[C@@H]2CN2C(=S)NC[C@@H]2Cc2ccccc2)N2C[C@H](Cc3ccccc3)N(CCc3ccccc3)C2=S)cc1	-1.4	10.1	2.4
COc1ccc(Cc2c(-c3ccc(F)cc3)nc3ccc(Cl)cn23)c(C)c1	-1.6	8.6	1.7
COC(=O)Cc1nnn2c1[C@H](C)[C@H](c1ccccc1Br)OC[C@H](C)C2	8.7	-4.2	1.0
(continued)
SMILES	PrPC surface inh	CCHFV vOTU inh	TcdB inh
O=C(Nc1ccc2c(c1)OCCO2)C(C1CC1)N1CCN(c2ccc(C(F)(F)F)cn2)CC1 (stereo unspecified)	4.0	11.4	-0.3
Cc1cccc(C)c1-n1nnnc1C1c2ccccc2C(=O)N1CCc1ccccc1F (stereo unspecified)	-5.1	10.7	1.4
O=C(C(=O)N1CCN(C(=O)C2CCC2)CC1)c1cccc(C(F)(F)F)c1	6.3	-1.7	2.4
COC(=O)[C@]12C[C@H](CC(=O)NCC34CC5CC(CC(C5)C3)C4)C(=O)N(CCC3=CCCCC3)C1=C[C@H](COCc1ccccc1)O[C@@H]2C	-6.5	11.2	-0.3
CC(C)[C@H](N)C(=O)N[C@H](C(=O)N1CCC2CCN(Cc3ccccc3)CC21)C(C)C (stereo partly specified)	-2.9	-8.5	-0.2
CCN=C1NC(c2ccc(C(F)(F)F)cc2)C(C(=O)OC)=C(C)N1Cc1ccccc1C(F)(F)F (stereo unspecified)	-4.5	10.9	0.2
Cc1cccc(C)c1NC(=O)C1(C)CN(S(C)(=O)=O)CC(=O)N1CCCn1ccnc1 (stereo unspecified)	6.1	-7.2	1.1
Cc1cccc(C)c1N1C(=O)c2ccccc2NC(=O)C1C(=O)Nc1ccc2c(c1)OCCO2 (stereo unspecified)	-6.3	-4.1	0.5
COC(=O)C[C@H]1CC[C@@H](NC(=O)c2ccncc2)[C@@H](CO)O1	0.5	-8.2	0.7
CCOC(=O)N1CCN(C(=O)C[C@@H]2C[C@@]3(C(=O)OC)CC(C)(C)CC=C3N(CCc3ccc(OC)c(OC)c3)C2=O)CC1	2.4	-5.6	0.5
COC(=O)c1ccc2nc(-c3ccc(F)cc3)c(Cc3cccc(Cl)c3)n2c1	-3.6	-3.6	-2.9
Cc1ccc(CN2C(=O)c3ccccc3C2c2nnnn2-c2c(C)cccc2C)cc1 (stereo unspecified)	4.0	11.9	2.2
COc1cccc(CC(=O)N2CCN(C(=O)C(=O)c3ccc(OC)c(OC)c3)CC2)c1	-0.8	-1.4	0.6
O=C(NCc1ccccc1)[C@H]1CCCN1C(=O)[C@H]1CCCN1C(=O)c1cc(F)cc(F)c1	0.7	-9.8	-0.2
CC1(C(=O)NCc2ccccc2)CN(S(C)(=O)=O)CC(=O)N1C1CCN(Cc2ccccc2)CC1 (stereo unspecified)	-7.7	5.6	0.9
CCCCC#Cc1ccccc1COC[B-](F)(F)F	29.5*	19.5	-5.8
O=C(NCc1ccccc1)C1C(c2ccc3c(c2)OCO3)=Nc2ccccc2N1C(=O)c1cccc(C(F)(F)F)c1 (stereo unspecified)	10.3	11.0	1.7
COC(=O)[C@@]12C[C@@H](CC(=O)NCC34CC5CC(CC(C5)C3)C4)C(=O)N(Cc3ccco3)C1=CCC(C)(C)C2	4.5	25.7	1.4
COC(=O)c1ccc2nc(-c3ccco3)c(Cc3ccccc3)n2c1	-0.4	4.6	-3.2
CN1OC[C@@H]2CN(C(=O)C(C)(C)C)[C@H](c3ccc(-c4cccnc4)cc3)C[C@@H]21	3.7	16.5	0.6
CN1C(c2ccccc2)CC(C)(O)CC1c1ccccc1 (stereo unspecified)	4.3	-4.8	0.5
O=Cc1cscc1[B-](F)(F)F	9.6	-0.1	-0.6
CCOC(=O)[C@]12CCCC=C1N(Cc1ccc3c(c1)OCO3)C(=O)[C@H](CC(=O)NCc1cccs1)C2	-3.3	14.3	-0.1
CC(C)CNc1cccc2c1S(=O)(=O)N[C@@H](Cc1ccccc1)CO2	1.9	1.9	1.0
NC(=O)NN=C1CCC(O)CC1CC(=O)O (stereo unspecified)	2.1	-6.4	0.6
CC1(C)OC(=O)C2=C(C[C@@H](CCc3ccccc3)O[C@H]2C2CCCC2)O1	3.0	1.7	-3.0
CN(C(=O)CCc1cn(C)c2ccccc12)c1ccc(Oc2cccnc2)cc1	5.0	-3.6	1.1
O=c1cccc(-c2cccc3ccccc23)o1	-11.0	9.7	-0.2
COC(=O)c1cc2c(c3c4cc(C#N)ccc4n(S(=O)(=O)c4ccc(C)cc4)c13)C(=O)N(C)C2	1.4	2.1	0.3
CCOC(=O)N[C@H](C(=O)N1CCC[C@H]1C(=O)NCCc1ccccc1Cl)C1CCCCC1	4.6	-2.6	2.5
COc1cccc(C(=O)NCCN2CCC3(CC2)C(=O)NCN3c2ccccc2)c1	-6.7	0.8	0.9
COC(=O)C1=C(C)N(Cc2ccc(C(F)(F)F)cc2)C(=NCC2CC2)NC1c1ccccc1C(F)(F)F (stereo unspecified)	-1.1	22.7	1.1
C[C@@H]1CN([C@H](C)CO)C(=O)CCCn2cc(nn2)CO[C@H]1CN(C)C(=O)Oc1ccccc1	2.0	3.5	-0.3&1.2&2.4
Cc1cccc(C)c1NC(=O)C(c1ccncc1)N1CCN(CCN(C)C)CC1 (stereo unspecified)	-4.7	-3.5	0.7
CC(C)C[C@H]1CNC(=S)N1C[C@H]1CCCN1C[C@H](CC(C)C)N1C[C@H](Cc2ccc(O)cc2)N(CC2CCCCCC2)C1=S	-1.2	14.8	-1.4
COc1ccc(Cn2cc(Cn3c4ccccc4c(=O)n3C(C)C)nn2)cc1	-4.8	-15.3	0.7
CN(c1cccc(F)c1)c1cc2c(c3c1ccn3C)C1CCC2C1 (stereo unspecified)	-0.8	1.7	-2.8
Cc1nc2ccccc2n1C(c1cccnc1)c1nc2ccccc2[nH]1 (stereo unspecified)	-13.1	5.9	1.6
CN(Cc1ccccc1)c1cc2c(c3c1ccn3C)C1CCC2C1 (stereo unspecified)	1.8	-6.0	-1.2
Cc1ccc(S(=O)(=O)NCC2CCN(C(=O)C(=O)c3cc4ccccc4o3)CC2)cc1	1.2	26.2	1.2
CCCCC1Cc2[nH]c(=S)[nH]c(=O)c2C(C(C)C)O1 (stereo unspecified)	-9.2	11.4	1.0
CCOC(=O)[C@]12Cc3cc(C)ccc3[C@H]1N(C)C(=O)c1cc(OC)ccc12	9.7	20.0	-2.6
